# LmPK inh: inhibitors of Leishmania mexicana pyruvate kinase; Potency, µM (series often up to 57.5 µM), for the others: top-dose activity change, negative = inhibition, usual class: inhibitors; Q27686; hit rate 0.37% among 290,000; purified LmPK, Kinase-Glo ATP luminescence, 1 h
# Target sequence (Q27686 whole entry, looked up): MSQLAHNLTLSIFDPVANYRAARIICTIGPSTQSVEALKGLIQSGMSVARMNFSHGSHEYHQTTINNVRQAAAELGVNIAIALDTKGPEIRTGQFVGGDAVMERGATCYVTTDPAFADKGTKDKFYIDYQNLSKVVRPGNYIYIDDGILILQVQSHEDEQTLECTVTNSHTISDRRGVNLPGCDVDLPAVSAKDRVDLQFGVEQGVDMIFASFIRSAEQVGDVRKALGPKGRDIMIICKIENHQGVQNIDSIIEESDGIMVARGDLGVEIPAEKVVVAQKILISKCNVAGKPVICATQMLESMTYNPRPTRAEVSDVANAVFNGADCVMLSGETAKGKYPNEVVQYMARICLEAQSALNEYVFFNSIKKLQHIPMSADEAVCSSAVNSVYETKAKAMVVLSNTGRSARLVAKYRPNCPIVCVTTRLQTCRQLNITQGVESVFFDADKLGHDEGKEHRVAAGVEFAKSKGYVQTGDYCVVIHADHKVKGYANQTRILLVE
#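 0.1 nM LmPK, 0.5 mM PEP, 0.1 mM ADP; 50 mM imidazole pH 7.2, 7 mM MgCl2, 50 mM KCl; 1 h RT. Kinase-Glo luminescence readout, normalized to no-enzyme (full inhibition) and uninhibited wells.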
# HCV inhibitor: HCV inhibition. Huh7.5.1 HCVcc-Cre infection, luciferase reporter, 44 h. Potency, µM (titrated, usually from 41.8 µM), inactives show at the top dose activity change, negative = inhibition, most hits filed as inhibitors. hit rate 3.4% among 340,000. AID 651820
#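 Luciferase read-out (15 sec integration) after a 15 min room-temperature substrate step quantifies HCVcc-Cre infection. Cells, 1,000 per well, had compound added 4 h post-plating, then virus at ~0.5 moi, and were cultured 44 h.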
# Pf growth 48h: P. falciparum growth inhibition at 48 hours (one generation); P. falciparum luciferase growth in erythrocytes, 48 h; hit rate 5.9% among 310,000; AID 504832; Potency, µM (top dose mostly 28.7 µM), for inactives: top-dose activity change, negative = inhibition, most hits filed as inhibitors
#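 A one-generation exposure of luciferase-tagged malaria parasites in RPMI 1640/Albumax erythrocyte culture, 37 C and 5% CO2. Inhibition is inferred from decreased luminescence after adding detection reagent.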
# Sm TGR block: blocks Schistosoma mansoni thioredoxin glutathione reductase | hit rate 3% among 360,000 | Q962Y6 | purified TGR, DTNB reduction, TNB absorbance 405 nm | Potency, µM (titrated, usually from 114 µM), inactives show top-dose activity change, negative = inhibition, actives largely listed as inhibitors; further: nearly all actives have a fitted effect of over 60% in size
#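 First, TGR (20 nM dispensed) and NADPH were mixed with compound. Second, a 15 min room-temperature incubation followed. Third, further NADPH and then DTNB were added to start the reaction. Finally, TNB absorbance was monitored kinetically.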
# Pf growth 96h: inhibits malaria parasite growth, 96 h; P. falciparum luciferase reporter growth, 96 h; Potency, µM (titrated, usually from 28.7 µM), for the others: top-dose activity change, negative = inhibition, actives largely listed as inhibitors; hit rate 6.9% among 320,000
#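 P. falciparum expressing integrated firefly luciferase grown in erythrocytes (2% hematocrit, 0.05% parasitemia final) with compounds for 96 hours at 37 C, 5% CO2. Growth inhibition read as loss of luminescence after adding luciferase detection reagent.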
# Tb PYK inh: inhibitors of Trypanosoma brucei pyruvate kinase; Q57TT1; TbPYK enzyme, Kinase-Glo Plus ATP luminescence, 45 min; Potency, µM (highest dose often 76.8 µM), inactives show at the highest dose activity, negative = inhibition, hits mostly inhibitors; hit rate 0.12% among 410,000; AID 624173; further: nearly all actives have a fitted effect of over 50% in size
#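 Assay buffer: 50 mM TEA pH 7.2, 100 mM KCl, 10 mM MgCl2, 0.05% BSA, 0.01% Tween-20. Pyruvate kinase from T. brucei plus substrate met compound, then ADP (130 uM final). Luminescence was read post 45 min RT.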
# * = called active by the depositor; ? = inconclusive; · = not tested or not shown; & = joins results of further samples; [ ] = remark or other dose. The call rests on the fitted dose curve; in most records, active means well fitted curve in the direction sought with a large enough effect; inconclusive means small, poorly fitted or top-dose-only effect, or another doubt; inactive means no such curve, though single readings can be large; an effect the other way counts as inactive or inconclusive. On the % scale 0 is the no-effect control and ±100 the full control effect; potency means the concentration at half of the fitted maximal effect.
SMILES,LmPK inh,HCV inhibitor,Pf growth 48h,Sm TGR block,Pf growth 96h,Tb PYK inh
Cc1ccc(Oc2nnc(-c3ccccc3)cc2C#N)cc1,2%,15%,56%[activator],14%,52%[activator],-7%
CCCCSc1nc2ccccc2[nH]1,-10%,12%,75%[activator],7%,4%,2%
COc1ccc(C2NC(=S)NC(C)=C2C(=O)Nc2ccccn2)cc1 (centres undefined),-2%,0%,23%,·,-21%,2%
Cc1ccc(C2/C(=C(\O)c3c(C)nc4ccccn34)C(=O)C(=O)N2CCN(C)C)o1 (centres undefined),0%,7%,1%,32µM*,30%[activator],1%
Cc1cc(N)n(-c2nc(-c3cccnc3)nc3ccccc23)n1,8%,?,?,7%,336%[activator],0%
Cc1ccc(-c2csc3nc(C(C)C)oc(=O)c23)c(C)c1,4%,17%,?,-11%,?,-13%
Cc1ccc(S(=O)(=O)c2cn(CC(=O)Nc3ccccc3)c3ccc(F)cc3c2=O)cc1,-2%,4%[8.37 µM],-21%,-9%,34%[activator],-1%
N#Cc1cc(NCC2CCCO2)c([N+](=O)[O-])cc1C#N (centres undefined),-3%,-14%,0%,3%,-8%,-5%
COc1ccccc1C(=O)NNC(=S)Nc1ccccc1,1%,-26%,-2%,5%,-8%,?
CCCCCCc1cc2cc(-c3nnc(-c4ccccc4O)o3)c(=O)oc2cc1O,-1%,?,-17%,6%,·,-3%
COc1cc(C)ccc1NC(=O)Cc1csc(NC(=O)Nc2ccccc2OC)n1,·,8.9µM*,?,-9%,?,4%
O=C(NCc1cccnc1)c1cccc(NS(=O)(=O)c2ccc(Br)cc2)c1,·,13µM*,3%,0%,23%,-17%
COc1ccc([N+](=O)[O-])cc1NC(=O)C(C)N(C)Cc1ccc(Br)cc1 (centres undefined),-2%,?,?,0%,?,-8%
O=C(Nc1ccc2oc(=O)ccc2c1)c1ccc(-c2ccc(Cl)cc2)o1,0%,12%,-17%,-21%,?,-13%
Cc1cc(F)ccc1S(=O)(=O)N1CCCOC1CNC(=O)C(=O)NCCC1=CCCCC1 (centres undefined),1%,27%,?,-4%,?,17%
O=C(Nc1ccc(NC(=O)c2ccccc2)nc1)c1ccncc1,-3%,-6%,68%[activator],9%,19%,-15%
Cc1ccccc1CN1C(=O)CS/C1=N/N=C/c1ccco1,5%,?,?,11µM*,?,0%
CN(Cc1ccc(Cl)cc1Cl)C(=O)c1cccc(S(=O)(=O)N2CCN(c3ccccc3)CC2)c1,·,13µM*,?,-14%,?,1%
CCOC(=O)C1=C(O)/C(=C/c2ccc(OCC(=O)O)c(OCC)c2)SC1=Nc1ccc(OC)cc1,1%,0%,?,-19%,0%,-5%
CN(C)S(=O)(=O)c1ccc(C(=O)Nc2cccc(C(=O)O)c2)cc1,-1%,18%,62%[activator],-26%,·,6%

# Shown with each value named: part of the list above.
Compound: CCCCSc1nc2ccccc2[nH]1
- LmPK inh: -10%
- HCV inhibitor: 12%
- Pf growth 48h: 75%[activator]
- Sm TGR block: 7%
- Pf growth 96h: 4%
- Tb PYK inh: 2%
Compound: Cc1ccc(C2/C(=C(\O)c3c(C)nc4ccccn34)C(=O)C(=O)N2CCN(C)C)o1 (centres undefined)
- LmPK inh: 0%
- HCV inhibitor: 7%
- Pf growth 48h: 1%
- Sm TGR block: 32µM*
- Pf growth 96h: 30%[activator]
- Tb PYK inh: 1%
Compound: Cc1ccc(Oc2nnc(-c3ccccc3)cc2C#N)cc1
- LmPK inh: 2%
- HCV inhibitor: 15%
- Pf growth 48h: 56%[activator]
- Sm TGR block: 14%
- Pf growth 96h: 52%[activator]
- Tb PYK inh: -7%

# (cont.)
SMILES,LmPK inh,HCV inhibitor,Pf growth 48h,Sm TGR block,Pf growth 96h,Tb PYK inh
Cc1ccc(S(=O)(=O)c2nnn3c2nc(N2CCOCC2)c2ccccc23)cc1C,-1%,10µM*,?,-2%,?,-3%
O=[N+]([O-])c1cccc(-c2cc3cccc[n+]3cc2-c2cccc([N+](=O)[O-])c2)c1,3%,32%[activator],0.52µM*,0%,0.17µM*,-5%
O=C(O)c1ccc(-n2nncc2-c2ccco2)cc1,4%,33%[activator],12%,2%,22%,-13%
Cc1nc2c(c(=O)[nH]1)C(c1ccc([N+](=O)[O-])cc1)c1c(c3ccccc3oc1=O)O2 (centres undefined),-1%,13%,-14%,-9%,-18%,-6%
CC(C)OC(=O)/C(=C\c1cccnc1)NC(=O)c1ccccc1,-1%,16%,3%,4%,76%[activator],4%
CC(Oc1ccc(-c2ccccc2)c(F)c1)c1ccn(S(=O)(=O)c2cccc3ccccc23)n1 (centres undefined),1%,?,?,-19%,?,0%
Nc1ccc(N2CCCCC2)c(S(=O)(=O)Nc2ccc(Cl)cc2)c1,3%,-23%,?,1%,-29%,-14%
CC(=O)c1ccc(NC(=O)c2cc(Cl)nc3ccccc23)cc1,1%,?,18%,10%,28%,-14%
CC(=O)N1N=C(c2ccccc2)OC1c1cccnc1 (centres undefined),1%,7%,-17%,-28%,23%,-4%
CCN1CCCC1CNC(=O)Cn1nc(C)n2c(cc3cc(C)ccc32)c1=O (centres undefined),-5%,?,-4%,0%,?,0%
N/C(=N/OC(=O)c1ccccc1F)c1nonc1N,14µM*,27%,49%[activator],·,-20%,?
O=C(Cc1ccccc1)c1nc2ccccc2s1,-6%,8%,?,-35%,?,-2%
Cn1nnnc1N=N/C(=N/Nc1ccccc1)c1ccccc1,-19%,4µM*,?,-12%,?,-9%
COC(CNC(=O)CNC(=S)N(Cc1ccccc1)Cc1cccs1)OC,6%,6%,-17%,5%,7%,-2%
COc1cccc(CN(C(=O)Cc2c[nH]c3ccccc23)C(C(=O)NC2CCCCC2)c2cccs2)c1 (centres undefined),2%,?,9.3µM*,3%,12µM*,·
CCOc1cc(/C=C2/SC(=Nc3ccccc3)N(Cc3cccnc3)C2=O)ccc1OCC#N,4%,?,?,5%,2.1µM*,-5%
Cc1cc(C)n(Cc2ccc(C(=O)O)o2)n1,1%,8%,12%,8%,0%,-4%
COc1ccc(NC(=O)c2nnn(CC(=O)Nc3ccccc3OC)c2N)c(OC)c1,0%,5%,31%,-9%,15%,3%
CCCCOc1ccc(S(=O)(=O)NNC(=O)c2cc3ccccc3o2)cc1,6%,20%,0%,-10%,30%[activator],9%
COc1ccc(-c2cc(C(F)F)n3ncc(C(=O)NCCCN4CCCC4=O)c3n2)cc1,0%,0%,?,0%,141%[activator],-1%
CCOc1ccc(C(OC(=O)c2ccco2)C(=O)NCc2ccc(C)cc2)cc1 (centres undefined),-2%,-3%,42%[activator],5%,?,-17%
COc1ccc(S(=O)(=O)N2CCC(C)CC2)cc1N(C)S(=O)(=O)c1ccccc1,0%,?,?,11%,?,-7%
CC(C)COc1ccc(C(=O)OCCN2CCOCC2)c(O)c1,3%,13%,43%[activator],?,97%[activator],-3%
O=C(NC(=S)Nc1cccnc1Cl)c1ccc(F)cc1,0%,?,124%[activator],?,17%,-1%
COc1cc(/C=N/NC(=O)C(NC(=O)c2ccccc2)c2n[nH]c(=O)c3ccccc23)ccc1OCC(N)=O (centres undefined),9%,-3%,1%,-19%,2%,-5%
Cc1ccc(CCNS(=O)(=O)c2cnc[nH]2)cc1,-13%,8%,3%,4%,?,2%
CC1CN(Cc2cc(=O)n3ccsc3n2)CC(C)O1 (centres undefined),1%,21%,18%,-14%,12µM*,10%
CCCCCCN(C(=O)CCCCCN1C(=O)NC(c2ccc(-c3ccccc3)cc2)C(C(=O)OCc2ccccc2)=C1C)C(C(=O)NCCCC)c1ccc(O)cc1 (centres undefined),2%,-2%[8.37 µM],?,-13%,2.1µM*,·
CC(NC(=O)COC(=O)[C@@H]1CCCN1S(=O)(=O)c1ccccc1F)C12CC3CC(CC(C3)C1)C2 (some centres undefined),2%,27%,6%,-11%,23%,-3%
C=CCSc1nnc(CCc2ccccc2)n1N,·,1%,48%[activator],-1%,?,-1%
CCCCCCn1nc(C(=O)N(CC(C)C)c2c(N)n(CCCC)c(=O)[nH]c2=O)c2ccccc2c1=O,-3%,-26%,?,5%,?,-2%
CCOc1ccc2sc(NS(=O)(=O)c3ccc(N)cc3)nc2c1,10%,31%[activator],10%,10%,31%,-12%
O=C(CCCC(=O)OCC1CCCO1)OCC1CCCO1 (centres undefined),8%,3%,10%,8%,·,-2%
CN1OC(c2ccccc2)=C(CO)C1c1ccccc1 (centres undefined),-2%,0%,-2%,-31%,5%,-21%
O=C(Oc1ccccc1N1CCOCC1)c1sccc1Br,7%,5%,-1%,-5%,6%,-3%
COc1ccc(C(=O)C2CCCN(C(=O)CCc3scnc3C)C2)c(C)c1 (centres undefined),-2%,?,2.3µM*,32µM*,260%[activator],-4%
CCNC(=S)Nc1nc2c(cc1C(=O)OCC)CCCC2,-4%,?,35%[activator],-9%,51%[activator],-4%
COc1ccc(S(=O)(=O)Nc2c(C)n(C)n(-c3ccccc3)c2=O)cc1Br,-1%,-9%,2%,-1%&1%,?,-3%&-5%
Clc1ccc(-c2cc(COc3ccc4ccccc4c3)no2)cc1,-5%,-4%,-16%,8%,27%,2%
O=C(CC1NCCNC1=O)Nc1ccccc1 (centres undefined),-1%,0%,8%,·,446%[activator],1%

# An excerpt of these results, as tab-separated lines.
molecule	LmPK inh	HCV inhibitor	Pf growth 48h	Sm TGR block	Pf growth 96h	Tb PYK inh
COc1ccc(S(=O)(=O)N2CCC(C)CC2)cc1N(C)S(=O)(=O)c1ccccc1	0%	?	?	11%	?	-7%
CC(C)COc1ccc(C(=O)OCCN2CCOCC2)c(O)c1	3%	13%	43%[activator]	?	97%[activator]	-3%
O=C(NC(=S)Nc1cccnc1Cl)c1ccc(F)cc1	0%	?	124%[activator]	?	17%	-1%
COc1cc(/C=N/NC(=O)C(NC(=O)c2ccccc2)c2n[nH]c(=O)c3ccccc23)ccc1OCC(N)=O (centres undefined)	9%	-3%	1%	-19%	2%	-5%
Cc1ccc(CCNS(=O)(=O)c2cnc[nH]2)cc1	-13%	8%	3%	4%	?	2%

# (more compounds)
SMILES,LmPK inh,HCV inhibitor,Pf growth 48h,Sm TGR block,Pf growth 96h,Tb PYK inh
COCCn1c(SCC(=O)Nc2nc(C)cs2)nnc1C(C)C,1%,6%,4%,-4%,34%[activator],-5%
Cc1ccc(C(=O)NNC(=O)c2nn(-c3ccc(F)cc3)ccc2=O)cc1,1%,-10%,14%,27%,32%[activator],0%
Cn1ncc(C#N)c1/N=C/N1CCOCC1,-2%,3%,6%,-4%,-1%,2%
O=C(NCc1ccccc1Cl)C1CCC(CNc2nc(=S)[nH]c3ccccc23)CC1 (centres undefined),-4%,-28%,?,7%,?,-12%
CC(C)c1ccc(N2C(=NC(=O)C3CC3)SC3CS(=O)(=O)CC32)cc1 (centres undefined),1%,5%,4%,-16%,40%[activator],1%
O=C(O)CCN1/C(=C/C=Nc2ccccc2)Oc2ccccc21,-5%,11%,9%,0%,?,3%
COc1ccccc1C(C)N(C)Cc1nc(COc2ccccc2)no1 (centres undefined),4%,20%,4%,-5%,0%,5%
O=C1Nc2cc(Br)ccc2C1(O)c1ccccc1O (centres undefined),-4%,-6%,?,6%,?,-14%
Cc1ccc([N+](=O)[O-])cc1NC(=O)Nc1cccc(F)c1,9%,?,7.4µM*,6%,?,7%
Cc1ccc(NC(=S)N(CCN2CCCCC2)Cc2ccco2)cc1,3%,10%,6%,3%,-19%,-4%
Cc1nn(-c2ccccc2)c(C)c1/C=N/n1c(-c2ccncc2)n[nH]c1=S,3%,5%,?,-14%,-8%,?
